PLCb3 inh = human PLC-beta3 inhibitors, primary screen, biochemical, fluorescence; Purified PLC-beta3, fluorogenic substrate; inhibition, % at 12.2 µM; AID 720704, 2013; 0.18% of 370,000 active; in the data active = inhibition above about 11%;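 also: 0% = median of compound wells on plate and 100% = full blocker control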
hcDAF12 agonist = H. contortus DAF-12 nuclear receptor activators, primary screen, cell-based, luminescence, HEK293, lit1-tk-luc reporter | 1.4% of 370,000 active | HEK293 hcDAF-12 lit1-tk-luc reporter; 0% DMSO, 100% Δ7-dafachronic acid | activation, % at 6.8 µM | AID 652067, 2013;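 active = activation above the mean of all tested compounds plus 3 SD, cut at about 5.5% in these data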;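 also: 100% = response to 3 µM Δ7-dafachronic acid high control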
ssDAF-12 act = S. stercoralis DAF-12 nuclear receptor activators, primary screen, cell-based, luminescence, HEK293, GRIP1 co-expression, lit1-tk-luc; HEK293 ssDAF-12/GRIP1 lit1-tk-luc reporter; % of 3 µM dafachronic acid response; 1% of 370,000 active; activation, % at 6.8 µM; Nuclear hormone receptor DAF-12 (Strongyloides stercoralis);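 active = activation above the mean over all tested compounds plus 3 SD, cut at about 0.9% in these data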;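 also: 0% = DMSO-only wells and 100% = 3 µM delta7-dafachronic acid wells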
DAX1 inh-1 = DAX1 (NR0B1) inhibitors on StAR promoter, primary screen, cell-based, luminescence, SF-1 (NR5A1), full-length DAX-1. HEK293T StAR-luciferase reporter, SF-1/DAX-1 repression relief. inhibition, % at 6.8 µM. 1.1% of 370,000 active. AID 652010, 2013;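 active = inhibition above the mean over all tested compounds plus 3 SD, cut at about 3.6% in these data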;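 also: 0% = DAX-1 cells with DMSO and 100% = cells lacking DAX-1 with DMSO; higher inhibition means more luminescence from relief of DAX-1 repression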
PLCg1 inh = PLC-gamma1 enzyme inhibitors, primary screen, biochemical, fluorescence, purified enzyme; fluorogenic substrate; inhibition, % at 12.2 µM; 0.84% of 370,000 active; in the data active = inhibition above about 9.5%
FXN GAA850 act = FXN promoter activators, primary screen, cell-based, luciferase luminescence, HEK293 lucGAA850; activation, % at 6 µM; HEK293 lucGAA850 FXN promoter luciferase reporter, 24 h; percent of 10 µM SAHA response; 0.56% of 360,000 active; AID 540364, 2011;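 active = activation above the average of all compounds screened plus 3 SD, cutoff fixed separately per campaign, cut at about 7.5% in these data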;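 also: 0% = DMSO wells and 100% = 10 µM SAHA wells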
ADAM10 inh = human ADAM10 inhibitors, primary screen, biochemical, QFRET, HTS; Disintegrin and metalloproteinase domain-containing protein 10 (Homo sapiens), O14672; recombinant ADAM10, EDANS/DABCYL FRET peptide cleavage, 3 h; inhibition, % at 7 µM; 0.62% of 370,000 active;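 active = inhibition above a per-campaign cutoff equal to the mean of compounds falling between control-based bounds plus 3 SD, cut at about 20% in these data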;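 also: 0% = DMSO wells while the 100% control is not disclosed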
hgDAF-12 ag = H. glycines DAF-12 receptor agonists, primary screen, cell-based, luminescence, HEK293, GAL4 fusion, UAS-luciferase; Nuclear hormone receptor DAF-12 (Heterodera glycines), GAL4 fusion; HEK293 GAL4-hgDAF12 UAS-luciferase reporter, agonist luminescence; normalized to butyrate control; activation, % at 6.8 µM; 1.8% of 370,000 active; AID 687014, 2013;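 active = activation above a cutoff set at the mean of all screened compounds plus 3 SD, cut at about 10% in these data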;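 also: 0% = DMSO wells and 100% = sodium butyrate wells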
DAX1 inh-2 = DAX1 (NR0B1) inhibitors, primary screen, cell-based, HEK293, Gal4-DAX1, luciferase luminescence; HEK293 Gal4-DAX1 luciferase reporter; Nuclear receptor subfamily 0 group B member 1 (Homo sapiens), P51843; 0.99% of 340,000 active; AID 504766, 2011; inhibition, % at 6.75 µM;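 active = inhibition above the mean over all tested compounds plus 3 SD, cut at about 4.2% in these data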;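 also: 0% = DAX1-transfected cells with DMSO and 100% = empty-vector control cells with DMSO; inhibition shows as a rise in luminescence from relieved DAX1 repression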
HGIII-sPLA2 inh = human group III sPLA2 inhibitors, primary screen, biochemical, QFRET, BODIPY PC-A2 liposome substrate. Group 3 secretory phospholipase A2 (Homo sapiens), Q9NZ20. QFRET BODIPY PC-A2 liposome hydrolysis, fluorescence. inhibition, % at 12.2 µM. 0.56% of 370,000 active. AID 743126, 2013;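 active = inhibition above mean plus 3 SD of compounds lying within the high and low control bounds, cut at about 19% in these data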;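 also: 0% = median of test compound wells and 100% = no enzyme DMSO wells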
Target sequence (Q9NZ20 whole entry, looked up): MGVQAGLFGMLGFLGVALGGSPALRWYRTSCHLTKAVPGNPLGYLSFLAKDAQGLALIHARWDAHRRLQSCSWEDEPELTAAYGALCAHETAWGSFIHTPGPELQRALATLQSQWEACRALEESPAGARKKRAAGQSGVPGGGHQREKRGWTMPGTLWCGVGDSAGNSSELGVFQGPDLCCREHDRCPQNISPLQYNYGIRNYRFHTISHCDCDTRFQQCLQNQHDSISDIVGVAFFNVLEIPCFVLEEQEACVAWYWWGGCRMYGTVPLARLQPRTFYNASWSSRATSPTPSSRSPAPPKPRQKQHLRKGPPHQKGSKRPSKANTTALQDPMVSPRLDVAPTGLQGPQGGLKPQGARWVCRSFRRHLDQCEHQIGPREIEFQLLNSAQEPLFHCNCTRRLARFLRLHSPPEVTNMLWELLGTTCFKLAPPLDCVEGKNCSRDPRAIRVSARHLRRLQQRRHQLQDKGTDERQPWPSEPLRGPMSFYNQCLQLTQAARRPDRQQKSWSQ
ADAM17 inh = ADAM17 inhibitors, primary screen, biochemical, QFRET. Disintegrin and metalloproteinase domain-containing protein 17 (Homo sapiens), P78536. recombinant ADAM17, EDANS/DABCYL FRET peptide cleavage. inhibition, % at 6.95 µM. 0.83% of 370,000 active;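 active = inhibition above the mean of compounds lying between control limits plus 3 SD, set per campaign, cut at about 8.5% in these data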;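 also: 0% = DMSO-only wells as the low control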
Target sequence (P78536 215-824 limits assumed): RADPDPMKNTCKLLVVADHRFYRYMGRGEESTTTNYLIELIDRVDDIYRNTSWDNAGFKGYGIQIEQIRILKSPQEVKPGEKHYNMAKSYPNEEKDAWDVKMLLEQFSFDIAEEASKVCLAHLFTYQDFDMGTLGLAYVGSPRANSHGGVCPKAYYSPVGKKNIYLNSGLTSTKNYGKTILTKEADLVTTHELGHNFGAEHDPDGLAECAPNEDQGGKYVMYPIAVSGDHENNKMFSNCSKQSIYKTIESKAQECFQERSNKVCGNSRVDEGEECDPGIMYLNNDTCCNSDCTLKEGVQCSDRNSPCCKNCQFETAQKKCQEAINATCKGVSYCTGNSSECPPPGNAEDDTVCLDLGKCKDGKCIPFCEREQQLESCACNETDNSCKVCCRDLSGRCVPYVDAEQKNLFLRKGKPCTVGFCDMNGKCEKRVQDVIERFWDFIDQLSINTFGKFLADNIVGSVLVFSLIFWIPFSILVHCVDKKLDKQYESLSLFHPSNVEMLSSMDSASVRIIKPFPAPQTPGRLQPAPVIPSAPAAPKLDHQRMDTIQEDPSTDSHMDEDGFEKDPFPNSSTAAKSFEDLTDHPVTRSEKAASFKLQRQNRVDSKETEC
* hit, by the source's call; . = no result given.

SMILES	PLCb3 inh	hcDAF12 agonist	ssDAF-12 act	DAX1 inh-1	PLCg1 inh	FXN GAA850 act	ADAM10 inh	hgDAF-12 ag	DAX1 inh-2	HGIII-sPLA2 inh	ADAM17 inh
CCCCn1c(N)c(N(CCOC)C(=O)COC(=O)CNC(=O)c2ccc(Cl)c(Cl)c2)c(=O)[nH]c1=O	-2	-0.7	-1.1	1.3	2	-1.9	5	1.5	0.7	-4	1
O=Cc1[nH]c2ccccc2c1N(C(=O)CCl)c1ccccc1	-50	1.2	-0.1	-0.2	-32	-0.1	-20	-1.9	-1.4	9	-10
Cc1ccc(-n2c(SCC(=O)N/N=C/c3ccccc3C(=O)O)nnc2-c2ccccc2)cc1	-8	-0.7	0.4	0.6	-2	-0.2	4	-0.7	-1.9	-10	-2
COc1cc(/C=C2\SC(=S)N(CCC(=O)NCCc3ccccc3)C2=O)cc(OC)c1OC	-4	-2.9	-1.1	-0.2	0	1.2	2	1.4	0.8	0	-1
Cc1ccc(C(O)(C(=O)NNc2ccccn2)c2ccc(C)cc2)cc1	-1	0.1	-0.9	-1.0	0	0.7	1	0.8	-0.2	7	-3
CC[C@@]1(C(=O)OC)N[C@H](CN(C)C(=O)c2ccc(C)cc2)[C@@H]2C(=O)N(C)C(=O)[C@@H]21	2	0.0	-1.1	-1.2	5	1.1	4	2.1	0.1	5	3
O=C(NC(=S)Nc1cccc2cnccc12)c1ccccc1	-7	0.8	-1.8	0.0	0	-4.8	-5	-0.3	-0.6	6	-5
O=C(O)CC(Cc1ccc(Cl)cc1)C(=O)Nc1cc(Cl)ccc1Cl (centres undefined)	0	0.1	-0.3	0.3	12*	1.6	4	-3.7	-1.3	-28	2
CCOC(=O)Cn1c(=O)n(Cc2ccco2)c(=O)c2ccc(C(=O)NC3CCCC3)cc21	3	-1.8	-0.9	2.2	4	0.7	0	3.2	-0.5	0	-4
Cc1nnc(SCC(=O)Nc2ccc([N+](=O)[O-])cc2)n1CC1CCCO1 (centres undefined)	3	-1.0	-1.0	0.0	4	-1.8	1	0.4	-1.4	2	6
O=C(NN1CCOCC1)c1cccc(Br)c1	-4	-1.3	-1.0	-0.1	1	-0.4	3	0.9	.	0	-2
COc1ccc(OC)c(C(C)NS(=O)(=O)c2cccs2)c1 (centres undefined)	-7	-0.3	-1.4	-1.1	2	-1.2	-12	-0.4	0.3	7	-5
O=C(NCc1ccco1)c1nc(-c2ccc(F)cc2)no1	1	1.2	-1.1	-0.5	3	1.6	-4	0.1	-0.4	-1	-4
Cn1ccnc1Sc1nc2ccccc2nc1NS(=O)(=O)c1ccccc1	-6	-1.6	-1.2	-0.7	-7	2.2	-25	0.5	-0.9	-15	-6
Cc1cccc(N2C(=O)CC(N3CCN(C(=O)c4ccccc4)CC3)C2=O)c1 (centres undefined)	2	-1.3	-0.5	0.2	0	1.5	-2	1.9	0.3	1	-3
C[C@@H]1CCC(=O)N(C[C@@H](C)CSc2ccccc2)CC1	7	-2.1	-0.6	-0.2	11*	2.2	11	2.4	1.1	13	7
C=CCOc1ccc(C(=O)Nc2ccccc2C(=O)NCc2cccnc2)cc1	-7	-3.5	-1.1	-0.5	4	-4.7	6	1.9	-0.2	-15	5
O=C(CN1CCCC1)Nc1cc(C(F)(F)F)ccc1Cl	-5	1.0	-1.8	0.3	0	1.8	-3	2.7	-0.3	3	-5
COC(=O)N/N=C(\CCC(=O)O)c1cccs1	-7	-1.1	-1.3	0.3	2	3.5	-11	2.6	2.6	-1	-6
CCc1c(C)sc(NC(=O)c2cc(C(C)C)on2)c1C#N	-44	0.4	-1.1	0.8	-25	0.7	5	0.7	3.9	12	2
COc1ccc(C)c2sc(N(CCN(C)C)C(=O)c3ccc(S(=O)(=O)N(C)c4ccccc4)cc3)nc12	1	-0.5	-0.6	0.2	2	-0.8	-5	0.0	0.4	13	-2
O=C(NCc1ccccn1)c1cc(S(=O)(=O)N2CCCCC2)ccc1Cl	-4	0.1	-0.8	-0.5	1	-1.1	-30	1.5	-0.4	-1	-2
CCc1nnc(NC(=O)c2oc3cc(C)c(C)cc3c2C)s1	-3	-2.6	-2.1	0.1	0	0.4	-3	-0.9	0.8	16	0
CCc1ccc(C(=O)NNC(=O)C2CC(=O)N(Cc3ccccc3)C2)cc1 (centres undefined)	0	-1.5	-0.1	0.4	1	0.3	-4	0.2	-0.3	-9	3
COc1ccccc1N(CC(=O)N1CCCC1)S(=O)(=O)c1ccc(C)cc1	-1	0.1	-1.0	0.0	-1	-0.1	-2	-1.8	-1.3	3	-1
(further entries)
SMILES	PLCb3 inh	hcDAF12 agonist	ssDAF-12 act	DAX1 inh-1	PLCg1 inh	FXN GAA850 act	ADAM10 inh	hgDAF-12 ag	DAX1 inh-2	HGIII-sPLA2 inh	ADAM17 inh
Cc1ccc(Cl)cc1N1CCN(S(=O)(=O)c2c(C)[nH]c(C)c2C(=O)N2CCCC2)CC1	-15	-1.9	-1.2	-0.5	-1	-1.9	-1	-1.7	0.0	-10	-4
O=C(Nc1ccsn1)c1ccc(Cl)cc1Cl	-5	0.5	-0.8	-0.1	-2	3.1	-2	12*	4.5*	-2	-6
CC(C)c1cc(C(=O)N2CCCC(Nc3ccc(F)cc3)C2)nc(N)n1 (centres undefined)	-16	-0.6	-1.2	-0.6	-12	2.1	-23	0.0	-0.2	3	-7
CC(C)CN1C(=O)C(NC(=O)C2CC2)(C(F)(F)F)C2=C1CC(C)(C)CC2=O (centres undefined)	1	-3.2	-1.6	-0.6	2	-1.1	-6	1.9	0.5	9	-2
CCOC(=O)CC1(C)Oc2cc(Cl)ccc2N1S(=O)(=O)c1ccc(C)cc1 (centres undefined)	-3	-2.4	-1.6	-1.6	3	.	-7	-2.1	.	-7	-1
CSc1nc(Oc2ccc(Cl)cc2)c2sccc2n1	1	-2.1	-0.8	0.3	-1	2.8	-7	0.4	1.5	2	-4
O=C1c2ccccc2C(=O)N1CCN1CCc2ccccc21	-3	1.2	-0.6	0.7	5	5.3	-3	9.8	3.9	1	-1
CC(OCCN(C)C)C(=O)C12CC3CC(CC(C3)C1)C2 (centres undefined)	1	0.9	-0.3	0.2	-1	1.8	-2	-2.4	.	2	-4
COc1cc(C(C)=O)ccc1OCC(O)CNCC(O)c1ccccc1 (centres undefined)	10	1.3	-1.3	0.2	4	-1.5	2	1.6	0.0	0	-2
CCN(CC(=O)Nc1ccccc1C(F)(F)F)C(=O)c1ccc2c(c1)NC(=O)C(C)S2 (centres undefined)	-2	0.4	-1.3	-0.1	-2	-1.7	-2	2.5	0.3	-11	0
COC(=O)c1ccc(Sc2ccccn2)c([N+](=O)[O-])c1	0	-1.4	-0.7	-0.4	2	0.5	4	-1.4	-1.7	11	-2
CCOCCCn1c(SCC(=O)Nc2ccccc2)nc2ccccc2c1=O	0	-3.1	-2.0	-0.7	6	0.6	11	-3.0	-0.1	0	1
O=[N+]([O-])c1ccc(NCCN2CCOCC2)c([N+](=O)[O-])c1	3	-0.4	-1.7	0.2	2	1.1	-3	0.9	2.3	-3	0
CN(CCc1ccccn1)c1ccccc1	-20	6.2*	0.0	0.3	-16	5.3	-22	12*	0.5	12	-8
COc1ccc(Cl)cc1C=CC=Nc1ccc(S(N)(=O)=O)cc1	-43	0.2	-1.4	-0.1	-22	2.5	-31	-0.1	-1.2	19	-4
CC(C)(C)CNC(=O)[C@]1(C)CCC[C@@]2(C)C3CC[C@@]4(C)C[C@]3(CCC21)CC4=O (some centres undefined)	3	-0.3	-1.6	-0.7	2	-1.1	3	1.9	0.1	2	-1
CC(OC(=O)CNS(=O)(=O)c1ccc(C#N)cc1)C(=O)Nc1cccc(C#N)c1 (centres undefined)	0	-0.6	-0.2	-0.2	2	0.7	-10	-2.0	0.7	-5	-5
O=C(CSc1nc2ccccc2c(=O)n1-c1ccccc1F)Nc1ccc2c(c1)CCC2	4	-2.4	-1.6	-0.5	-3	-2.0	15	-5.0	-1.2	-6	3
COc1ccc(N(C)C(=O)C2CCN(S(=O)(=O)c3cccc4nonc34)CC2)cc1	-3	-0.1	-1.3	0.2	0	0.1	0	0.5	-0.4	1	0
CCOC(=O)N1CCc2c(sc3ncn(C)c(=O)c23)C1	-4	-1.7	-1.3	-0.4	0	-0.2	-1	-1.3	-1.2	-7	-3
Cc1nc2ccc(C(=O)N3CCN(C(=O)C(Cl)Cl)CC3)cc2n1C1CCCC1	0	0.1	-0.6	-1.7	0	.	-2	-3.0	.	11	-4

Compound profiles, from the list above. Values in the order: PLCb3 inh | hcDAF12 agonist | ssDAF-12 act | DAX1 inh-1 | PLCg1 inh | FXN GAA850 act | ADAM10 inh | hgDAF-12 ag | DAX1 inh-2 | HGIII-sPLA2 inh | ADAM17 inh
COC(=O)c1ccc(Sc2ccccn2)c([N+](=O)[O-])c1 across the screens: 0 | -1.4 | -0.7 | -0.4 | 2 | 0.5 | 4 | -1.4 | -1.7 | 11 | -2
CCOC(=O)Cn1c(=O)n(Cc2ccco2)c(=O)c2ccc(C(=O)NC3CCCC3)cc21 across the screens: 3 | -1.8 | -0.9 | 2.2 | 4 | 0.7 | 0 | 3.2 | -0.5 | 0 | -4
C=CCOc1ccc(C(=O)Nc2ccccc2C(=O)NCc2cccnc2)cc1 across the screens: -7 | -3.5 | -1.1 | -0.5 | 4 | -4.7 | 6 | 1.9 | -0.2 | -15 | 5
COc1cc(/C=C2\SC(=S)N(CCC(=O)NCCc3ccccc3)C2=O)cc(OC)c1OC across the screens: -4 | -2.9 | -1.1 | -0.2 | 0 | 1.2 | 2 | 1.4 | 0.8 | 0 | -1
O=C(NCc1ccco1)c1nc(-c2ccc(F)cc2)no1 across the screens: 1 | 1.2 | -1.1 | -0.5 | 3 | 1.6 | -4 | 0.1 | -0.4 | -1 | -4

Some of these compounds in order of the ssDAF-12 act value, high to low:
compound | ssDAF-12 act
CC(OC(=O)CNS(=O)(=O)c1ccc(C#N)cc1)C(=O)Nc1cccc(C#N)c1 (centres undefined) | -0.2
C[C@@H]1CCC(=O)N(C[C@@H](C)CSc2ccccc2)CC1 | -0.6
O=C(NC(=S)Nc1cccc2cnccc12)c1ccccc1 | -1.8
